Assay outcomes: PubChem, National Center for Advancing Translational Sciences (NCATS)
A549 tox – kills or reduces viability of A549 cells in Nrf2 counter-screen. A549 ARE-Fluc cells, CellTiter-Fluor viability, 18-24 h. Potency, µM (top dose mostly 46 µM), inactives show at the top dose activity change, negative = cytotoxicity, most hits filed as inhibitors. actives 0.16% (n = 390,000); also: % is scaled to controls: 0 for no effect and ±100 for the full control effect
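Cytotoxicity counterscreen: CellTiter-Fluor fluorescence was measured in A549 ARE_Fluc cells after 18-24 h of compound exposure in a concentration series. The subsequent BugLite luminescent read reports ARE-luciferase activity.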
TGFb inhibitor – blocks TGF-b signaling | HepG2 CAGA-GFP TGF-b/SMAD3 reporter, GFP fluorescence, 18 h; TGF-beta stimulated, 500 pg/mL final | Potency, µM (doses to about 46.1 µM), without a hit: top-dose activity, negative = inhibition, most hits filed as inhibitors | actives 1.2% (n = 410,000) | AID 588855; also: % is scaled to controls: 0 for no effect and ±100 for the full control effect; nearly all actives have a fitted effect of over 65% in size
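Using HEPG2 CAGA-GFP reporter cells at 1000 cells/well, we pinned test compounds, stimulated with recombinant TGF-beta (500 pg/mL final) and measured total well GFP after 18 h.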
Nrf2 ARE act – Nrf2 pathway activation | AREc32 ARE-luciferase reporter (MCF7-derived line), luminescence, 24 h | Potency, µM (top dose mostly 46.1 µM), without a hit: at the top dose activation, actives largely listed as activators | actives 0.31% (n = 410,000); also: % of control where 0% means no effect; nearly all actives have a fitted effect of over 65% in size
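Steps: seed AREc32_Fluc cells (1000/well, 5% FBS OPTI-MEM); incubate overnight at 37 deg C; add 23 nL compound; incubate 24 hr; add Steady-Glo; hold 30 min RT; read luminescence.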
EPAC2 antagonist – EPAC2 (human) antagonism | Q8WZA2 | EPAC2 GEF exchange of Rap1B-BODIPY-GDP, fluorescence | Potency, µM (titrated, usually from 114 µM), for inactives: at the top dose activity, negative = inhibition, most hits filed as inhibitors | actives 0.18% (n = 360,000) | AID 720708; also: % is scaled to controls: 0 for no effect and ±100 for the full control effect; nearly all actives have a fitted effect of over 45% in size; many of its hits are not listed in these tables
Target sequence (Q8WZA2 whole entry, looked up): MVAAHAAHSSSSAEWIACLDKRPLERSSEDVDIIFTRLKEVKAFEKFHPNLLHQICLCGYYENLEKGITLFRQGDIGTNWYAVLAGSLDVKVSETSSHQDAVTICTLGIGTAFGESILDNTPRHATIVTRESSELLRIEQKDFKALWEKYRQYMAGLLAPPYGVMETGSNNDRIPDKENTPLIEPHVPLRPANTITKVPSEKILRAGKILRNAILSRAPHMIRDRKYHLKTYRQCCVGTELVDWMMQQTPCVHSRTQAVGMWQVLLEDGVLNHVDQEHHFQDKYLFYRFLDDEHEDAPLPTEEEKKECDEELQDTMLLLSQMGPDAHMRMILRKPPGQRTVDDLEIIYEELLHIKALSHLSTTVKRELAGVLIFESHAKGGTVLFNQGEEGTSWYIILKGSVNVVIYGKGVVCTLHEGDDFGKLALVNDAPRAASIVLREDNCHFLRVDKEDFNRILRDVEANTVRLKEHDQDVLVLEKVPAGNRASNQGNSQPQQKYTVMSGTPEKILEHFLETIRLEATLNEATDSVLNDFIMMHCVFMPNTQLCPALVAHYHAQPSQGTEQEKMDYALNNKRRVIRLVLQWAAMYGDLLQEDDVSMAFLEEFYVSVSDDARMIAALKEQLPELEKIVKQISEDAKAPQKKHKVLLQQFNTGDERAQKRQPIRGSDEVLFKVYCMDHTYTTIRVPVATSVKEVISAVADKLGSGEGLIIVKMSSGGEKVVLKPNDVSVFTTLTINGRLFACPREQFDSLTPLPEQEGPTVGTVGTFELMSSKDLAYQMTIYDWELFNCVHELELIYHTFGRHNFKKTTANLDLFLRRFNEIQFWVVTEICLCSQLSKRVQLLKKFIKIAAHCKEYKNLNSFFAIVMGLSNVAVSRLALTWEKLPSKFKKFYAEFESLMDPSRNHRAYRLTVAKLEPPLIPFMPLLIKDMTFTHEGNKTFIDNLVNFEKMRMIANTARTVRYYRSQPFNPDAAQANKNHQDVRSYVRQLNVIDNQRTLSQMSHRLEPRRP
ATXN2 expr inh – inhibitors of ATXN2 expression; Potency, µM (doses to about 57 µM), for the others: at the highest dose activity change, negative = inhibition, actives largely listed as inhibitors; HEK-293 ATXN2-luciferase reporter, luminescence, 24 h; actives 0.72% (n = 360,000); also: % is scaled to controls: 0 for no effect and ±100 for the full control effect; nearly all actives have a fitted effect of over 55% in size
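qHTS (up to 57 uM final) was run with 24 h compound exposure of reporter cells at 37 °C. Each well was multiplexed: SteadyGlo luminescence measured ATXN2-luciferase expression after a fluorogenic Gly-Phe-AFC viability readout (25 uM final).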
ATXN viability – cell viability loss in ATXN counter-screen; S2 cells (HEK-293 line with an ATXN2-luciferase reporter) viability, CellTiter-Fluor protease fluorescence, 24 h; Potency, µM (top dose mostly 56.7 µM), usual class: cytotoxic; actives 0.49% (n = 400,000); AID 651635; also: nearly all actives have a fitted effect of over 40% in size
MCF10A rerep – inducers of DNA re-replication in MCF 10A breast cells; MCF 10A DNA re-replication, Hoechst nuclear intensity, 48 h; Potency, µM (doses to about 46.1 µM), for inactives: top-dose activity, positive = re-replication, usual class: activators; actives 2.9% (n = 350,000); AID 624296; also: % of control where 0% means no effect; nearly all actives have a fitted effect of over 50% in size
HepG2 tox – HepG2 cytotoxicity, counter-screen for TGF-b inhibitors | HepG2 CAGA-GFP viability, ATP luminescence, 18 h | Potency, µM (doses to about 46.1 µM), inactives show at the top dose activity change, negative = cytotoxicity, usual class: cytotoxic | actives 0.76% (n = 410,000) | AID 588856; also: some results filed as inactive show a strong effect at the top dose
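HepG2 CAGA-GFP cells (1000/well, DMEM with 1% FBS) received compound, then TGF-beta at 500 pg/mL final, and were incubated 18 hours at 37 degrees C. Viability was read by CellTiter-Glo luminescence. Media-only wells were set as complete cell-killing and DMSO as no toxicity.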
Nrf2 inh – Nrf2 pathway inhibition; A549 ARE-Fluc reporter, luciferase luminescence, 18-24 h; Potency, µM (series often up to 46 µM), inactives show at the top dose activity change, negative = inhibition, actives largely listed as inhibitors; actives 2.1% (n = 360,000); AID 504444; also: % is scaled to controls: 0 for no effect and ±100 for the full control effect; nearly all actives have a fitted effect of over 60% in size
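Reporter: ARE-Fluc in A549. Exposure: 18-24 h, 37 °C, 5% CO2, 5% FBS OPTI-MEM. Readouts: fluorescent cytotoxicity (CellTiter-Fluor), then luminescent Nrf2 signal after BugLite.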
* hit, by the source's call; i = inactive; ? = inconclusive; / = not tested or not shown; & = joins results of further samples; [ ] = dose if it differs, or a comment. Calls follow the shape of the dose curve; as a rule, active = well fitted curve in the direction sought with a large enough effect; inconclusive = small, poorly fitted or top-dose-only effect, or another doubt; inactive = no such curve, though single readings can be large; an effect the other way counts as inactive or inconclusive. Potency is read from the fitted curve at half-maximal effect.

Sequence of screens: A549 tox	TGFb inhibitor	Nrf2 ARE act	EPAC2 antagonist	ATXN2 expr inh	ATXN viability	MCF10A rerep	HepG2 tox	Nrf2 inh
- COc1ccc(C(=O)N/N=C/c2ccc(OC)c(OS(=O)(=O)c3ccccc3)c2)cc1
 : -2%	-18%	4.0%	0%	-28%	i	28%	-16%	?
- Cc1ccc2c(c1)-c1cc(C)ccc1C2=O
 : -1%	-2%	2.7%	-4%	10%	i	13%	1%	21%
- O=C(COC(=O)COc1ccc(Cl)cc1)NC1CCCCCC1
 : 3%	7%	-0.4%	-2%	-4%	i	1%	-1%	3%
- Cc1onc(-c2c(F)cccc2Cl)c1C(=O)ONC(=O)c1ccco1
 : 0%	-9%	-1.0%	5%	/	i	1%	-4%	11%
- Cc1ccc(Cn2ccn(CC(=O)Nc3ccccc3C(F)(F)F)c(=O)c2=O)cc1
 : -10%	-6%	0.9%	/	/	/	/	-1%	21%
- CC(C)c1ccc(NC(=O)c2ccc(CN3CC(=O)N4CCCCC4C3=O)cc2)cc1 (configuration not stated)
 : 3%	-26%	1.0%	/	/	/	/	-30%	-1%
- CCOc1ccccc1NC(=O)c1cccc(NC2=NC3CS(=O)(=O)CC3S2)c1 (configuration not stated)
 : 16%	-7%	-0.4%	6%	-25%	i	-2%	-2%	?
- CN1CC(=O)Nc2ccc(Br)cc2C1=O
 : 8%	32%[activator]	0.0%	-2%	/	i	-6%	7%	0%
- Cc1cc(C)cc(NC(=S)NCCCO)c1
 : 6%	10%	2.2%	-2%	1%	i	-1%	14%	6%
- CCOC(=O)c1cccc(NC(=O)c2cccnc2)c1
 : 4%	26%	0.2%	-2%	3%	i	1%	-1%	/
- O=c1[nH]c2ccccc2n2c(-c3ccccc3)nnc12
 : -6%&-2%	?	?	-1%	?	?	?	-34%&-23%	?
- COc1cc(C(=O)Nc2cc(C)nn2-c2ccccc2)cc(OC)c1OC
 : 1%	-24%	4.7%	7%	6%	i	?	-17%	-20%
- Cc1cccc(C)c1-n1ncc(C(=O)NCc2ccc3c(c2)OCO3)c1C1CCN(C(=O)OC(C)(C)C)CC1
 : -1%	-6%	-0.6%	/	11%	i	/	1%	?
- COc1ccc(S(=O)(=O)N2CCCCCC2)cc1C(=O)N(C)CC(=O)Nc1ccccc1C(F)(F)F
 : 2%	-6%	-0.5%	-7%	7%	i	10%	-13%	?
- Cc1cccc(-c2nc(SCC(=O)Nc3cc(C)on3)c3c(=O)n(C)c(=O)n(C)c3n2)c1
 : 0%	12%	-1.1%	/	2%	i	/	2%	/
- Cc1cc(CNC(=O)CC2C(=O)NCCN2Cc2ccccc2C(F)(F)F)on1 (configuration not stated)
 : 1%	20%	-0.7%	2%	-3%	i	1%	0%	-15%
- O=C(Nc1cccc(S(=O)(=O)N2CCCCCC2)c1)c1ccc2c(c1)OCO2
 : -2%	0%	2.8%	-2%	-22%	i	30%	-3%	?
- Cc1noc(C)c1CSCC(=O)Oc1ccc(N(C)S(=O)(=O)c2ccc(Cl)cc2)cc1
 : 7%	-29%	0.3%	4%	15%	i	9%	-2%	-4%
- Cc1ccc(NNC(=O)c2c(F)cccc2Cl)cc1Cl
 : 2%	-16%	-0.7%	-12%	3%	i	0%	-9%	-9%
- CC(=O)c1cccc(NC(=O)c2ccccc2N(Cc2ccccc2)S(C)(=O)=O)c1
 : -3%	9%	0.2%	-11%	-8%	?	2.3µM*	6%	-5%
- CCN(CC)CCNC(=O)c1ccc(CS(=O)(=O)c2ccccc2C)o1
 : 0%	0%	-0.3%	11%	5%	i	6%	4%	7%
- Cc1c(NC(=O)C(C)N2CC(C)OC(C)C2)c(=O)n(-c2ccccc2)n1C (configuration not stated)
 : -8%	-1%	-0.5%	1%	10%	i	0%	0%	0%
- CC1=CC(=NOC(=O)/C=C/c2ccccc2)C=C(C)C1=O
 : 2%	?	9.9%	-6%	11%	i	?	-45%	/
- C=CCn1c(=NC(=O)c2ccc(S(=O)(=O)N3CCc4ccccc4C3)cc2)sc2cc(S(N)(=O)=O)ccc21
 : -2%	1%	-1.9%	-7%	-26%	i	9.2µM*	-19%	?
- Fc1cccc(-c2cc3nc(-c4ccccc4)cc(N4CCC5(CC4)OCCO5)n3n2)c1
 : 7%	9%	0.9%	12%	-1%	i	14%	0%	/
- Cc1cccc(-c2noc(CN(C)C(=O)COc3ccccc3)n2)c1
 : 1%	7%	-0.8%	-9%	-25%	i	-2%	16%	-3%
- O=C(NCCN1CCOCC1)c1ccc(CS(=O)c2ccccc2Cl)o1 (configuration not stated)
 : 2%	13%	-0.9%	12%	1%	i	-2%	0%	-18%
- Cc1ccc(C2=NN(Cc3nnc(-c4ccccc4)o3)C(=O)SC2)cc1
 : -3%	?	3.0%	12%	19%	i	?	-28%	-10%
- O=C(NC(=S)N1CCN(Cc2ccccc2)CC1)c1ccccc1
 : 10%	-4%	3.2%	0%	-4%	i	?	-9%	-5%
- CCOc1ccccc1NC(=O)CSc1nc2c(oc3ccccc32)c(=O)n1-c1ccc(F)cc1
 : -8%	?	0.0%	/	12%	i	/	-2%	-20%
- COc1ccccc1NC(=O)C(=N\O)/C(C)=N/O
 : 1%	8%	4.8%	1%	-3%	i	11%	2%	2%
- COCCCC1CCN(C(=O)C2CCC(=O)N(CCc3ccccc3)C2)CC1 (configuration not stated)
 : -5%	-7%	-0.2%	8%	49%[activator]	i	1%	-22%	?
- Cc1ccc(C(=O)NC2CC(C)(C)NC(C)(C)C2)cc1S(=O)(=O)N1CCCCC1
 : 0%	-3%	0.0%	0%	6%	i	-11%	-7%	-3%
- Cc1cccc(C2=NN(c3ccccc3)[C@H](CO)[C@H]2c2ccc(F)cc2)c1
 : 15%	20µM*	1.0%	-24%	0%	/	?	-93%	7%
- COC(=O)[C@H](CCSC)NC(=O)Cn1ccc(NC(=O)OCc2ccccc2)nc1=O
 : -1%	1%	-0.8%	-2%	11%	i	-2%	2%	14%
- CSCCC(NC(=O)c1ccccc1Cl)C(=O)Nc1ccncc1 (configuration not stated)
 : 0%	4%	0.1%	7%	-9%	i	11%	13%	-2%
- CN(C)c1ccc(C(=O)N=c2sccn2C)cc1[N+](=O)[O-]
 : -3%	23%	-0.2%	-3%	45%[activator]	i	0%	-51%	?
- Cc1ccc(/C=N/NC(=O)c2cccc(S(=O)(=O)Nc3ccccc3Cl)c2)o1
 : 1%	-6%	-0.2%	-3%	0%	?	0%	-2%	4%
- C/[N+]([O-])=C1\Cc2ccccc2C1=O
 : -12%	15%	3.7%	4%	-3%	i	1%	27%	/
- Cc1ccc(Cl)cc1NC(=O)CCn1c(=O)c2cccn2c2cccnc21
 : -1%	-7%	3.4%	/	/	/	/	-2%	-1%
- COc1ccccc1NS(=O)(=O)NC(=O)c1c(C)[nH]c2ccccc12
 : 0%	-2%	0.3%	-12%	/	i	-3%	5%	-25%
- COc1ccc(Nc2nc3cc(C)ccc3cc2C#N)c(OC)c1
 : -15%	1%	6.3%	13%	13%	i	?	2%	-4%
- COc1ccc(C=NNc2ccc([N+](=O)[O-])cc2S(=O)(=O)Nc2ccccc2C(=O)O)cc1OC
 : ?	?	4.4%	-20%	3%	i	18µM*	-13%	0%
- CC(C)Cc1nnc(NC(=O)c2ccc(S(=O)(=O)N3CCCC3)cc2)s1
 : -6%	6%	0.1%	17%	-2%	i	2%	5%	1%
- COc1ccc(OC)c(CCNC(=O)c2c3c(nc4ccccc24)C(=O)N(C2CCCCC2)C3)c1
 : 0%	-19%	6.2%	/	/	/	/	-27%	?
- COc1ccc(SC[C@H](Cc2ccccc2)N2CC[C@@H](C(C)(C)C)CCC2=O)cc1
 : -8%	?	-0.7%	-17%	-36%	?	19%	4%&-36%	12%
- Cc1cccn2c(=O)c(C=O)c(N3CCSCC3)nc12
 : -13%	-18%	1.9%	-4%	/	i	0%	-12%	?
- Cc1ccc(CNC(=O)C(=O)NCC(c2ccco2)S(=O)(=O)c2ccc(C)cc2)cc1 (configuration not stated)
 : 0%	2%	-0.6%	/	/	/	/	6%	/
- COc1cccc(NC(=O)CN2C(=O)CSc3nc(C)cc(C)c32)c1
 : -11%	4%	-0.6%	-8%	4%	i	0%	-25%	-15%
- Cc1ccc(N2CC(C(=O)Nc3ccccc3C(=O)NC3CCCCC3)CC2=O)cc1 (configuration not stated)
 : 1%	13%	-0.2%	1%	3%	i	10%	-4%	3%
- O=C(c1ccco1)N1CCN(C(c2ccc(Cl)cc2)c2nnnn2CC2CCCO2)CC1 (configuration not stated)
 : 2%	35%[activator]	0.0%	4%	2%	i	0%	25%	/
- NC(=O)c1ccccc1NS(=O)(=O)c1ccc(S(=O)(=O)N2CCCC2)cc1
 : -2%	-4%	0.5%	5%	11%	i	-7%	-2%	-24%
- NS(=O)(=O)c1ccc(N2N=C(c3ccccc3)CC2c2ccccc2Cl)cc1 (configuration not stated)
 : ?	?	0.5%	-18%	?	i	3.3µM*	-84%	21µM*
- CN(C)CCN1CCN(C2CN(Cc3ccc(F)cc3)S(=O)(=O)C2)CC1 (configuration not stated)
 : /	-9%	-0.8%	12%	9%	i	/	-1%	/

Pulled by structure from above (2):
Sequence of screens: A549 tox	TGFb inhibitor	Nrf2 ARE act	EPAC2 antagonist	ATXN2 expr inh	ATXN viability	MCF10A rerep	HepG2 tox	Nrf2 inh
- NS(=O)(=O)c1ccc(N2N=C(c3ccccc3)CC2c2ccccc2Cl)cc1 (configuration not stated)
 : ?	?	0.5%	-18%	?	i	3.3µM*	-84%	21µM*
- COc1cccc(NC(=O)CN2C(=O)CSc3nc(C)cc(C)c32)c1
 : -11%	4%	-0.6%	-8%	4%	i	0%	-25%	-15%

Not all compounds are listed (hit frequency here may not be typical).
